From PubChem
ELG1 genotoxic: qHTS screen for small molecules that induce genotoxicity in human embryonic kidney (HEK293T) cells expressing luciferase-tagged ELG1 | HEK293T ELG1-luciferase reporter, luminescence, 16 h | Potency, µM (top dose mostly 46 µM), inactives show top-dose activity change, positive = activation, usual class: activators | 330,000 compounds, 1.3% hits | AID 504466, 2011; further: % of control where 0% means no effect; nearly all actives have a fitted effect of over 60% in size
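HEK293T cells expressing luciferase-tagged ELG1 were treated with compound or DMSO for 16 hr at 37°C. Luciferase activity was then read after 30 min with ONE-Glo at room temperature; rising signal flags genetic stress.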
MBNL1 CUG block: qHTS Assay for Inhibitors of MBNL1-poly(CUG) RNA binding; TR-FRET MBNL1-His/biotin-(CUG)12 binding, 665/545 ratio; 280,000 compounds, 0.036% hits; Muscleblind-like protein 1 (Homo sapiens), Q9NR56; Potency, µM (doses to about 57.5 µM), for the others: at the highest dose activity change, negative = inhibition, most hits filed as inhibitors; active means well fitted inhibition curve with a large enough effect in the signal ratio, with a control signal flat, not every such curve was filed as active; inconclusive means small, poorly fitted or top-dose-only effect, or effect the other way, or a change in a side signal; inactive means no such curve, though single readings can be large or run the other way; the % refers to the signal ratio; further: on the % scale 0 is the no-effect control and ±100 the full control effect
Target sequence (Q9NR56 whole entry, looked up): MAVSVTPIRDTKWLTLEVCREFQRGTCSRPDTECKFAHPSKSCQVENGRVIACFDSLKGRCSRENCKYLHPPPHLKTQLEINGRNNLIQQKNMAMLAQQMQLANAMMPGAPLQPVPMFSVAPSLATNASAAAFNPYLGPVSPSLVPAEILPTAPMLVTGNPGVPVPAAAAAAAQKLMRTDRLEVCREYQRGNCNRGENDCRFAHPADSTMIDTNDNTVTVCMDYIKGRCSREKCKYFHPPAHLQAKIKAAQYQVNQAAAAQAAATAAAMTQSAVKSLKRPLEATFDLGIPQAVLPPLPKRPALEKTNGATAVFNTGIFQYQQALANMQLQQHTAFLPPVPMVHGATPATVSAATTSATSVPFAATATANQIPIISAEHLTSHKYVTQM
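His-tagged MBNL1 binding to biotinylated (CUG)12 RNA was measured by TR-FRET using terbium anti-His antibody (0.055 ng/ul final) and streptavidin-XL665 (5 nM final). Compounds were titrated 92 nM to 58 uM; 60 min at room temperature.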
uPA surface inh: qHTS for Inhibitors of Cell Surface uPA Generation; cell surface uPA generation assay, qHTS; Potency, µM (series often up to 38.3 µM), for the others: at the top dose activity change, negative = inhibition, hits mostly inhibitors; 330,000 compounds, 0.31% hits; AID 540303, 2011; active means well fitted inhibition curve with a large enough effect; inconclusive means small, poorly fitted or top-dose-only effect; inactive means no such curve, though single readings can be large or run the other way; tested in mouse RAW 264.7 cells; further: on the % scale 0 is the no-effect control and ±100 the full control effect; nearly all actives have a fitted effect of over 55% in size
Rab9 prom act: qHTS Assay for Rab9 Promoter Activators. Huh7 Rab9 promoter-luciferase reporter, luminescence, 24 h. Potency, µM (titrated, usually from 9.22 µM), for inactives: at the top dose activation, negative = inhibition, most hits filed as activators. 320,000 compounds, 2.8% hits. AID 485297, 2010; further: % of control where 0% means no effect; nearly all actives have a fitted effect of over 60% in size
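Luminescence read-out: Huh7 cells stably expressing Rab9-luciferase, treated 24 h with compound at 37 °C, then lysed with luciferase reagent for 10 min at ambient before reading.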
BRCA1 expr up: qHTS Assay to Identify Small Molecule Activators of BRCA1 Expression | MCF7-BRCA1-FFLuc reporter, luminescence, 48 h; response scale: scaled: vehicle 0%, 10 µM genistein 100% | Potency, µM (top dose mostly 46.1 µM), without a hit: top-dose activation, actives largely listed as activators | 380,000 compounds, 1.1% hits | AID 624202, 2012; further: nearly all actives have a fitted effect of over 80% in size; some results filed as inactive show a strong effect at the top dose
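Compounds are tested at multiple concentrations on MCF7 BRCA1-luciferase reporter cells seeded at 2000 per well; after 48 h, a single luminescence end-point is taken and curves fitted to the normalized data.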
FLuc counter: qHTS profiling assay for firefly luciferase inhibitor/activator using purifed enzyme and Km concentrations of substrates (counterscreen for miR-21 project) | Luciferin 4-monooxygenase (Photinus pyralis), P08659 | purified FLuc, Km substrates, luminescence inhibition | Potency, µM (series often up to 57.5 µM), for the others: at the top dose activity change, negative = inhibition, actives largely listed as inhibitors | 360,000 compounds, 6.9% hits | AID 588342, 2011;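 further: plate controls were vehicle for no effect and reference inhibitor for full effect; nearly all actives have a fitted effect of over 55% in size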
Target sequence (P08659 whole entry, looked up): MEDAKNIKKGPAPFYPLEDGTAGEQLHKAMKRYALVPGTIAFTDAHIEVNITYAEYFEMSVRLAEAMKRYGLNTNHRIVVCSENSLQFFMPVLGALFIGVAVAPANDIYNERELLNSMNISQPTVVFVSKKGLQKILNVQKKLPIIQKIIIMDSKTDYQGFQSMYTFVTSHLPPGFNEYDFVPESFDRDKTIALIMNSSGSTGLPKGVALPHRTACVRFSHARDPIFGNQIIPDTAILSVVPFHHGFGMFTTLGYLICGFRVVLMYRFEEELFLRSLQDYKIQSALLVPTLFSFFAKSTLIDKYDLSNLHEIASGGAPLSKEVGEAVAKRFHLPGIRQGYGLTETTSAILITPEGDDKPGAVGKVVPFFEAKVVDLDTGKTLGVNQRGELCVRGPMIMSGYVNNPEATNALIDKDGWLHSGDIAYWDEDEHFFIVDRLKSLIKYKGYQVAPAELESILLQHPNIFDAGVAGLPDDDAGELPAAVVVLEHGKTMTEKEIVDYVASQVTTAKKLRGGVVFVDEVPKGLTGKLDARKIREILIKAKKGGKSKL
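Purified P. pyralis luciferase (10nM final) with 10uM D-luciferin and 10uM ATP (Km levels) in 50mM Tris acetate pH 7.5, 10mM Mg acetate, 0.01% Tween-20, 0.05% BSA; qHTS 6-point titration, ~60 µM downward; luminescence read.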
RORg inh: qHTS for inhibitors of ROR gamma transcriptional activity | Nuclear receptor ROR-gamma (Mus musculus), P51450 | Drosophila S2 Gal4-RORgamma UAS-luciferase reporter, 20 h | Potency, µM (titrated, usually from 53.6 µM), without a hit: at the highest dose activity change, negative = inhibition, hits mostly inhibitors | 310,000 compounds, 5.4% hits; further: on the % scale 0 is the no-effect control and ±100 the full control effect; nearly all actives have a fitted effect of over 60% in size
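Drosophila Schneider cells stably carrying a metallothionein-driven Gal4 DBD–ROR gamma fusion and a UAS-Photinus luciferase reporter were exposed to compound for 1 hr, then induced with copper sulfate (700 uM final) for 20 hr at ambient temperature before luminescence reading.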
NPC1 prom act: qHTS Assay for NPC1 Promoter Activators; 320,000 compounds, 2.4% hits; AID 485313, 2010; Huh7 NPC1 promoter luciferase reporter, 24 h; Potency, µM (highest dose often 9.22 µM), inactives show at the highest dose activation, actives largely listed as activators;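 further: % of control where 0% means no effect; nearly all actives have a fitted effect of over 60% in size; reporter is driven by a mutant NPC1 promoter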
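Compounds in DMSO were transferred onto Huh7 NPC1-luciferase reporter cells pre-incubated 2 h; after 24 h at 37 °C, Amplite reagent was dispensed and luminescence recorded 10 min later.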
Gal4-VP16 FLuc: VP16 counterscreen qHTS for inhibitors of ROR gamma transcriptional activity. Drosophila S2 Gal4-VP16 UAS-luciferase, luminescence, 20 h. Potency, µM (titrated, usually from 53.6 µM), inactives show at the highest dose activity, negative = inhibition, usual class: inhibitors. 310,000 compounds, 3.5% hits. AID 2546, 2010;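 further: Gal4-VP16 expression switched on by copper sulfate through the metallothionein promoter; on the % scale 0 is the no-effect control and ±100 the full control effect; nearly all actives have a fitted effect of over 50% in size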
p53 reactivator: qHTS assay for re-activators of p53 using a Luc reporter | H1299 p53-A138V BP100-luciferase reporter, luminescence, 24 h | Potency, µM (titrated, usually from 92.2 µM), for the others: top-dose activity change, positive = activation, hits mostly activators | 320,000 compounds, 0.063% hits | AID 504706, 2011; further: % of control where 0% means no effect; nearly all actives have a fitted effect of over 45% in size
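H1299 (p53-null), stable ts p53-A138V + BP100-Luc; 1000 cells/well, Opti-MEM/10% FBS; cpd 4 pt, 1:5; 24 h, 37 deg C, 5% CO2; detection reagent 10 min RT; luminescence.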
* marks the source's active call; other numbers are inactive results; ? = inconclusive; . = no result given; & = joins results of further samples; [ ] = dose if it differs, or a comment. Unless noted, the call rests on the fitted dose curve; in most records, active means well fitted curve in the direction sought with a large enough effect; inconclusive means small, poorly fitted or top-dose-only effect, or another doubt; inactive means no such curve, though single readings can be large; an effect the other way counts as inactive or inconclusive. Potency means the concentration at half of the fitted maximal effect.

SMILES	ELG1 genotoxic	MBNL1 CUG block	uPA surface inh	Rab9 prom act	BRCA1 expr up	FLuc counter	RORg inh	NPC1 prom act	Gal4-VP16 FLuc	p53 reactivator
COc1ccc(N(C(=O)CCl)C(C)(C(=O)Nc2c(C)cccc2C)c2ccccn2)cc1 (stereo unspecified)	-3%	14%	15%	0%	-18%	2%	33%	-3%	4%	-19%
O=C(Nc1cccc(C(=O)N2CCCCC2)c1)c1ccc(Cl)cc1	-2%	-2%	-11%	26%	47%	?	23%	16%	-6%	3%
Cc1nc2ncnn2c(C)c1CCC(=O)NCCC1=CCCCC1	-4%	-12%	-3%	4%	9%	0%	-6%	-2%	-9%	1%
COc1ccc(C(=O)C(CCC(CNC(C)(C)C)C(=O)c2ccc(OC)cc2)CNC(C)(C)C)cc1 (stereo unspecified)	-4%	-10%	-9%	-13%	-99%	3%	?	-2%	13µM*	-15%
COc1cc(C(=O)NCCc2ccc(S(N)(=O)=O)cc2)cc(OC)c1OC	1%	-1%	.	8%	3%	-1%	-1%	3%	-2%	-2%
Cc1ccc2cc(CN(CC3CCCO3)C(=S)Nc3ccccc3)c(=O)[nH]c2c1 (stereo unspecified)	-7%	5%	-15%	-19%	-22%	1%	-9%	-26%	-2%	-3%
CC[C@H]1C(c2ccc(F)cc2)=NN(c2ccccc2)[C@@H]1CO	0%	.	-7%	.	0%	.	-5%	.	?	-5%
CCCCN(C)CCCNC(=O)c1cn(CC)c2ccc(S(=O)(=O)N3CCOCC3)cc2c1=O	4%	3%	-2%	-3%	2%	0%	12%	0%	2%	2%
CC(=O)Nc1ccc(NC(=O)CSc2nc(=O)n(Cc3ccncc3)c3c2CCC3)cc1	-2%	.	-1%	-4%	1%	5%	.	-7%	.	-5%
O=C(NC1CC1)c1cccc(S(=O)(=O)Nc2ccccc2F)c1	-14%	.	4%	-12%	-11%	0%	.	-3%	.	-3%
Cc1c(Cl)cccc1NC(=S)N1CCN(c2ccc([N+](=O)[O-])cn2)CC1	7%	8%	3%	2%	6%	3%	5%	1%	-2%	4%
CC(/C=N/NC(=O)Cc1cccn1C)=C\c1ccco1	5%	10%	4%	13%	21%	?	-28%	12%	8%	10%
CCOC(=O)N1CCc2c(sc(NC(=O)Cc3ccccc3)c2C(=O)c2ccc(OC)cc2)C1	-3%	.	-6%	-3%	-44%	-1%	-3%	-6%	-6%	-1%
COc1ccc(OCc2ccc(/C=N\NC(=O)c3sccc3C)o2)cc1	13%	?	-14%	?	13µM*	27µM*	11µM*	?	?	10%
COC(=O)c1c(C)[nH]c(/C=N/Nc2ccccc2)c1C	?	-12%	2%	13%	36%	11µM*	-29%	1%	13%	7%
O=C(O)CCC(=O)Nc1cccc(C(=O)Nc2cccc(Cl)c2)c1	0%	-2%	-3%	-1%	3%	?	0%	-4%	0%	7%
CC(C)N(CCCNC(=O)c1ccc(CS(=O)(=O)c2c(Cl)cccc2Cl)o1)Cc1ccccc1	-2%[9.26 µM]	-2%	-13%	0%	-8%	4%	-4%	0%	-2%	3%
CCOC(=O)c1c(C)[nH]c(C(=O)/C(C#N)=C/c2ccc(OC(F)F)c(OC)c2)c1C	1%	3%	1%	-2%	1%	-2%	5%	-4%	-4%	2%
CCCCCCC(=O)c1c(C)[nH]c(C(=O)OCC)c1C	14µM*	10%	5%	27%	75%	?	-13%[0.365 µM]	26%	.	7%
Oc1ccc(Cl)cc1/C=N/c1nccs1	0%	4%	.	2%	7%	-2%	20%	-1%	5%	7%
O=C(Nc1ccccn1)c1ccc(S(=O)(=O)N2CCCC2)cc1	13%	.	-4%	20%	63%	?	.	15%	.	7%
COc1ccc(-n2c(SCC(=O)NCC3CCCO3)nc3c(c2=O)SCC3)cc1OC (stereo unspecified)	3%	?	-1%	-1%	2%	6%	1%	-2%	5%	7%
O=C(CCc1c[nH]c2ccccc12)N1CCCCCCC1	11%	-2%	4%	30%	27%	-6%	16%	14%	6%	8%
CN(c1ccccc1)c1nc(N)c([N+](=O)[O-])c(N2CCCCCC2)n1	-3%	.	2%	23%	0%	?	6%	10%	-3%	?
O=C(O)CCN1C(=O)c2ccc(NC(=O)CSCc3ccccc3)cc2C1=O	1%	12%	-2%	-4%	-22%	-10%	8%	-2%	-5%	4%
Cc1ccn2c(NCc3ccccc3)c(-c3cccc(SC4CCCCC4)c3)nc2c1	-5%	.	-9%	.	-42%&0%	.	.	.	.	4%
CCCCC[C@]12Cc3cc(OC)c(OC)cc3C(O1)c1c(cc(C)n(-c3ccccc3)c1=O)O2	.	-6%[11.5 µM]	.	-3%[1.84 µM]	.	0%[11.5 µM]	4%[10 µM]	-2%[1.84 µM]	-1%[10 µM]	.
Cc1c(NS(=O)(=O)c2cccs2)c(=O)n(-c2ccccc2)n1C	0%	-9%	4%	-6%	-5%	0%	-7%	3%	-2%	-2%
O=C(c1ccc2c(c1)OCO2)C1CCCN(Cc2ccc3cccc(F)c3n2)C1 (stereo unspecified)	-7%	-1%	-2%	-2%	-30%	0%	-28%	-9%	-4%	-6%
CN1CCN(C(=O)C2CCN(S(=O)(=O)c3cnc[nH]3)CC2)CC1	4%	-14%	1%	0%	3%	6%	41%	-1%	0%	3%
O=C(Nc1nnc(C2=COCCO2)o1)c1ccc([N+](=O)[O-])s1	-6%	?	-3%	8%	20%	-4%	2.8µM*	-1%	3.2µM*	23%
C[C@]12c3[nH]c4cc(-c5ccco5)ccc4c3CCN1C(=O)[C@@H](CC(=O)NCCC1=CCCCC1)C[C@@H]2C(=O)N1CCOCC1	-6%	.	?	.	-50%	.	.	.	.	3%
CCOC(=O)c1c(C)oc2c1c(C(c1ccncc1)N1CCOCC1)c(O)c1ccccc12 (stereo unspecified)	?	?	-8%	-5%	-28%	?	?	4%	4%	?
CCOC(=O)CSc1nnc(NC(=O)c2cccc([N+](=O)[O-])c2C)s1	0%	1%	-5%	1%	-37%	?	-2%	-2%	-16%	-10%
CCCOc1ccc(-c2c(C(=O)N/N=C(\C)c3cccnc3)nnn2-c2nonc2N)cc1	2%	-11%	7%	-6%	0%	4%	8%	-3%	1%	2%
COc1ccc(S(=O)(=O)NC(C)C(=O)N2CCCC2)cc1C (stereo unspecified)	4%	-4%	3%	4%	-13%	2%	?	-1%	0%	6%
CCCCOC(=O)n1c(SCC(=O)N(CC)CC)nc2ccccc21	1%	-10%	.	1%	10%	-1%	12%	-5%	-1%	-21%
CCCCCC(=O)NC(Cc1ccc(OC)c([N+](=O)[O-])c1)C(=O)O (stereo unspecified)	3%	15%	1%	3%	2%	-12%	-5%	-3%	-8%	-3%
CCCCn1c2ccccc2c2nnc(SCCN3CCCCC3)nc21	-2%	14%	5%	-9%	-13%	-5%	-2%	-1%	-17%	1%
COCCn1c(SCC(=O)c2[nH]c(C)c(C(C)=O)c2C)nc2ccccc2c1=O	-4%	-1%	26%	-2%	-44%	5%	6%	-4%	-1%	-3%
CCc1ccccc1NC(=S)N1CCC(NC(=O)c2ccc(OC)cc2)CC1	-1%	0%	2%	-1%	-2%	3%	-11%	-1%	-4%	-1%
CCOc1ccccc1N(C(=O)c1snc(C(N)=O)c1N)C(C(=O)NCc1ccccc1)c1ccc(O)cc1 (stereo unspecified)	-7%	-16%	-14%	12%	-46%	-3%	34%	-2%	1%	-5%
CCCCNC(=S)NNC(=O)c1cc(C)on1	-3%	-17%	6%	0%	4%	-6%	10µM*	0%	11µM*	2%
COc1ccc(NC(=O)Nc2c(C)n(C)n(-c3ccccc3)c2=O)cc1OC	4%	-2%	1%	4%	-28%	2%	-26%	-3%	-6%	4%
CCOc1ccc(S(=O)(=O)N/N=C(\C)Cc2ccc(OC)cc2)cc1	-4%	-4%	-1%	-1%	1%	-13%	-2%	-4%	5%	0%
Cc1cc(C(=O)N/N=C/c2c[nH]c3ccccc23)cs1	17%	24%[11.5 µM]	-10%	11%	27%	15µM*	-24%	16%	18%	?
COc1ccc(-n2c(SCC(=O)/C(C#N)=C(\C)N)nc3ccccc3c2=O)cc1OC	1%	.	12%	-4%	-16%	-1%	?	-3%	3%	-1%
O=C1CCCN1CCCNc1ncnc2c1cnn2-c1ccc(Cl)cc1	18µM*	2%	3%	?	?	17µM*	?	?	?	?
COc1ccccc1OCc1nc(-c2ccc([N+](=O)[O-])cc2)no1	?	?	-2%	13%	78%	?	?	1%	8%	?
